Screening results as filed in PubChem.
Bfl-1 Bim block: disrupts Bim binding to human Bfl-1. Bead-based flow cytometry, Bim-Bfl-1 binding inhibition. inhibition, % at 10 µM. 190,000 compounds, 0.12% hits. AID 1008;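 also: 0% = wells without compound plus tracer and 100% = blocker peptide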
GSH bead fluor: GSH bead compound fluorescence profile; GSH beads flow cytometry, compound fluorescence 488/530 nm; stronger effect = higher value; fluorescence (KMESF) at 10 µM; 190,000 compounds, 0.25% hits; AID 1776; in the data active = fluorescence above about 89;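 also: glutathione beads carrying GST-tagged Bcl family fusion proteins plus one bare bead set; values are compound well signal with DMSO vehicle wells as background; inactives centre near 16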
ABCG2 inh: blocks JC-1 efflux by human ABCG2 transporter. 190,000 compounds, 0.1% hits. inhibition, % at 6.6 µM. Q9UNQ0. IgMXP3 cells, flow cytometry;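 active = inhibition above 80%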;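 also: 0% = DMSO and 100% = nicardipine control wells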
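Times: 10 min at 25 °C | Test system: Two drug-resistant human cell lines, ABCG2 and ABCB1 | Quantity: 3 million cells/mL final, two lines in 1:1 ratio | Signal: Flow cytometry, 530 nm JC-1 signal | Dosing: Compound at 6.6 µM | Controls: Nicardipine and DMSO wells | Reagent: JC-1 as fluorescent efflux pump substrate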
RGS4-Gao reg: modulates binding of RGS4 to human Galphao. binding response (% of control), % at 10 µM. Multiplexed bead flow cytometry; actives lie on both sides. 220,000 compounds, 0.33% hits; in the data active = binding response below about 49% or above about 150%; inactive = in between;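 also: fluorescent Galphao activated with aluminum fluoride binding bead-coupled RGS4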
Target sequence (P09471 whole entry, looked up): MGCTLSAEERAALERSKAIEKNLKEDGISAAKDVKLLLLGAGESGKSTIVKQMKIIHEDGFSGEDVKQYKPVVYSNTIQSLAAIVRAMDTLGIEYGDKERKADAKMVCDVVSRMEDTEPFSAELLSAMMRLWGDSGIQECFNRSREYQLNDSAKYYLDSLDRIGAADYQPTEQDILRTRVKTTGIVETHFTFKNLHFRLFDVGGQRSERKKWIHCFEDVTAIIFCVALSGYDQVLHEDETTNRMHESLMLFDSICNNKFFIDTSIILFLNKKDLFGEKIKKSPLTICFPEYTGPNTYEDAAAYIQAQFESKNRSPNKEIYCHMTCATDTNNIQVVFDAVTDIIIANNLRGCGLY
Avidin bead fluor: avidin bead compound fluorescence profile | Avidin beads, compound fluorescence 488/530 nm, flow cytometry; stronger effect = higher value | 220,000 compounds, 0.38% hits | AID 1775 | fluorescence (KMESF) at 10 µM; in the data active = fluorescence above about 47; also: inactives centre near 10
Bcl-2 Bim block: disrupts Bim peptide binding to human Bcl-2 | P10415 | 190,000 compounds, 0.06% hits | inhibition, % at 10 µM | Bead-based flow cytometry, Bim peptide-Bcl-2 binding; in the data active = inhibition above about 40%; inconclusive = no clear call, values can overlap the other calls;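 also: 0% = no compound wells with probe peptide and 100% = reference peptide inhibitor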
Target sequence (P10415 whole entry, looked up): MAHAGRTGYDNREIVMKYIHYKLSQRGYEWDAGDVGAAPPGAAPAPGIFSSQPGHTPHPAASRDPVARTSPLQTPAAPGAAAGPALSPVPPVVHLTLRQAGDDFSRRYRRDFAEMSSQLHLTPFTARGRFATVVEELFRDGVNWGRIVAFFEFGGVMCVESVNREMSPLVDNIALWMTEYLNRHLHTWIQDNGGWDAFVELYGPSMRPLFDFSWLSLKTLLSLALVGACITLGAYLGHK
ABCB1 inh: inhibitors of human ABCB1 transporter, ABCG2 counter-screen | P08183 | CCRF-Adr cells, JC-1 efflux, flow cytometry | inhibition, % at 6.6 µM | 190,000 compounds, 0.067% hits; in the data active = inhibition above about 40%;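 also: 0% = vehicle and 100% = reference inhibitor; higher value means more JC-1 retained so stronger ABCB1 efflux block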
Bim-Bcl-XL: inhibitors of Bim-Bcl-XL interaction, human; Q07817; Bim peptide-Bcl-XL binding, bead flow cytometry, fluorescence; inhibition, % at 10 µM; 190,000 compounds, 0.04% hits; AID 1007
Target sequence (Q07817 whole entry, looked up): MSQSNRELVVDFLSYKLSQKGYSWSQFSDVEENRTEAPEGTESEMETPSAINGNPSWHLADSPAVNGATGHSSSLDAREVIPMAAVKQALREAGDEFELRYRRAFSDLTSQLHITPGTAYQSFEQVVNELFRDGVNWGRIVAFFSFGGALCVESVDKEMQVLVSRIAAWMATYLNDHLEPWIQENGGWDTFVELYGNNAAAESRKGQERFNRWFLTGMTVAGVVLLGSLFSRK
Bcl-W Bim block: human Bim-Bcl-W interaction inhibition | 190,000 compounds, 0.02% hits | bead-based flow cytometry, Bim peptide-Bcl-W binding | inhibition, % at 10 µM | Q92843 | AID 952;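 also: 0% = bound tracer without compound and 100% = peptide blocker; higher means less fluorescent Bim peptide bound to Bcl-W beads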
Bcl-B Bim block: inhibitors of Bim-Bcl-B interaction, human; Q9HD36; bead-based flow cytometry, Bim peptide-Bcl-B binding; inhibition, % at 10 µM; 190,000 compounds, 0.073% hits; AID 951;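 also: 0% = tracer peptide without compound and 100% = reference inhibitor peptide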
Target sequence (Q9HD36 whole entry, looked up): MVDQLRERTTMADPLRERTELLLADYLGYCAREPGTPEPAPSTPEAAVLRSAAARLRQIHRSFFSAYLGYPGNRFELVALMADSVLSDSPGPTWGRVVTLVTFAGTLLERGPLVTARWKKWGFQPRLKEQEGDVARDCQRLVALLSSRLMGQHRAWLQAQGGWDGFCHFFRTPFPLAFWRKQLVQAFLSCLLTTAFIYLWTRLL
RGS7-Gao: human RGS7-Galphao interaction regulation; P09471; 220,000 compounds, 0.35% hits; Multiplexed bead flow cytometry, RGS7-Galphao binding; actives lie on both sides; binding response (% of control), % at 10 µM; in the data active = binding response below about 49% or above about 150%; inconclusive = no clear call, values can overlap the other calls; inactive = in between;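 also: fluorescent Galphao held in activated GDP-AlF4 state binding bead-coupled RGS7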
The depositor's hits bear a star; ? = inconclusive; [ ] = remark or other dose. Rule as the data show it, unless noted: active = inhibition above about 40%. Hits appear at their usual frequency; overall some 1.3% were active at least once.

SMILES	Bfl-1 Bim block	GSH bead fluor	ABCG2 inh	RGS4-Gao reg	Avidin bead fluor	Bcl-2 Bim block	ABCB1 inh	Bim-Bcl-XL	Bcl-W Bim block	Bcl-B Bim block	RGS7-Gao
COC(=O)c1sccc1NC(=O)CSc1cccc(Cl)c1Cl	-3	35	7	98	10	-5	0.3	-3	-5	-4	99
O=C(NCc1ccc(F)cc1)c1cnc2n(c1=O)CCS2	-10	14	2	104	9	-6	0.1	-3	0	-6	105
NC(=O)c1cc[n+](CC(=O)c2ccc(NC(=O)c3ccccc3)cc2)cc1	-3	12	1	103	12	0	0.0	-2	-2	-5	?
CC1CCc2cc(F)cc3c(=O)c(C(=O)O)cn1c23 (stereo not given)	-3	20	4	99	8	0	0.8	-3	-4	-7	101
Clc1ccc(-c2nnc(-c3ccccc3)c(N3CCSCC3)n2)cc1	0	9	13	102	24	2	1.9	-1	0	0	99
COc1cccc(NC(=O)Cn2c(=O)n(CC3CCCO3)c(=O)c3ccccc32)c1 (stereo not given)	-1	23	2	97	38	-2	0.8	-1	1	-1	99
COc1ccc(NC(=O)Nc2sc(=S)n(C)c2C)cc1	2	16	0	101	8	-3	-0.4	-2	0	-14	98
COc1ccc(-n2c(C(C)n3nc(C)c([N+](=O)[O-])c3C)n[nH]c2=S)cc1 (stereo not given)	2	17	-1	104	8	0	-0.3	-3	2	-10	101
CCOC(=O)/C(C#N)=C\c1ccc(O)c(OC)c1	-1	26	17	98	10	-1	0.0	0	2	-6	102
O=C1NC2=C(CCc3ccccc32)C(c2ccccc2)N1 (stereo not given)	7	21	2	103	10	9	0.3	7	10	5	99
CCCCn1c(SCC(=O)NCc2ccco2)nc2c1c(=O)n(C)c(=O)n2C	2	26	28	93	3	1	5.6	-2	-2	3	95
COc1ccccc1OCCCCCNCCO	-2	22	0	103	32	-1	-0.1	-2	-2	-1	101
Cc1ccc(OCCNC(=O)/C=C/c2ccco2)cc1C	4	17	-2	104	6	-1	-0.6	-2	2	-7	107
Cc1nn(C)cc1S(=O)(=O)Nc1ccc2c(c1)OCCO2	-1	14	0	101	9	2	0.9	-1	0	-5	?
COc1ccc(NC(=O)CSc2ccccc2)c([N+](=O)[O-])c1	-5	7	8	102	24	-2	1.4	-1	0	0	102
COC(=O)c1nc2ccc(N3CCOCC3)cc2c(C)c1C(=O)OC	1	18	4	100	19	0	0.7	-1	3	-3	108
CCN(CC)c1ccc(/C=N/NC(=O)Cc2nnc(NC(=O)Nc3ccccc3)s2)cc1	-11	18	-7	94	5	-3	-1.5	-8	-6	-11	96
CC(C)c1ccc(C(=O)CC2(O)C(=O)N(CN3CCOCC3)c3ccccc32)cc1 (stereo not given)	0	19	0	97	8	-1	0.0	0	0	1	99
COc1cccc(-n2c(C)nc3cc(C(=O)O)ccc32)c1	-9	28	0	158*[activator]	54*	-8	-0.1	-9	0	-3	160*[activator]
O=C(NCc1ccc(F)cc1)c1cc2n(n1)C(C(F)(F)F)CC(C1CC1)N2 (stereo not given)	-2	27	6	106	6	-1	0.5	1	-1	-1	108
OCCN(Cc1ccccc1)CC1CC=CCC1 (stereo not given)	-2	12	0	100	33	0	0.0	-4	-3	-4	99
Cc1csc(NC(=O)Cn2nc(C)c([N+](=O)[O-])c2C)n1	-3	26	0	98	11	-3	-0.3	-1	0	-6	98
CCOc1ccc(C(=O)NCC(=O)OCC(=O)NC2CCCC2)cc1	-4	25	4	98	10	0	1.0	-1	-1	0	96
COc1cc(NC(=S)Nc2cccc(C)n2)cc(OC)c1OC	-1	16	12	95	9	-1	0.4	-1	-1	-1	?
CCn1c(SCC(=O)NNC(=S)Nc2ccc(C)cc2)nnc1-c1ccc(Cl)cc1	-11	20	0	106	18	-7	-0.1	-12	-7	-17	107
CCOc1ccc(C(=O)NCCc2ccc3c(c2)OCCO3)cc1	-10	10	7	103	23	-6	0.3	0	0	-6	105
O=C(Cc1ccc(-n2c(=O)c3sccc3n(Cc3ccc(F)cc3)c2=O)cc1)NCc1ccco1	-9	22	3	101	8	-3	0.1	0	1	-4	101
COc1ccc(CNC(=O)COC(=O)c2cncc(Br)c2)cc1	-6	11	4	97	28	-2	0.9	0	1	-5	102
COc1ccc(NC(=O)CSCC(=O)NCCc2ccccn2)cc1	0	7	0	98	16	-2	-0.2	-4	-4	-5	99
O=C(COc1ccccc1)Nc1ccc([N+](=O)[O-])cc1	-14	15	18	105	13	-3	0.5	-6	-3	-5	101
O=c1c2nnn(-c3ccc(Br)cc3)c2ncn1Cc1ccccn1	-5	22	6	98	10	0	0.6	-1	-3	-2	93
c1ccc(-c2nccc(-c3ccco3)n2)nc1	0	16	2	99	8	-2	0.2	0	0	0	?
CCN(C(=O)c1cc(Cl)ccc1OC)C1CCCCC1	-10	28	7	100	4	-7	0.8	2	0	-8	96
N#Cc1c(NC(=O)c2cccnc2)sc2c1CCC2	0	12	1	91	16	-4	0.2	0	-1	-2	96
COc1ccccc1-c1cc(C(=O)Nc2cccnc2)no1	-18	24	25	99	12	-7	1.0	-4	-3	-8	100
Cc1cc(Cl)c(S(=O)(=O)NC(C(=O)O)c2ccccc2)cc1OCC(N)=O (stereo not given)	0	19	1	91	8	-1	0.6	1	1	3	105
FC(F)(F)c1cnc(C(c2ccccn2)c2ncn[nH]2)c(Cl)c1 (stereo not given)	-4	11	3	99	11	-3	1.7	0	0	-1	?
Oc1cc(NCc2cccnc2)ccc1-c1nc2ccccc2o1	-7	11	9	101	30	-1	1.2	1	3	-3	103
CCOc1cc(S(=O)(=O)N2CCC(Cc3ccccc3)CC2)c(OCC)cc1-n1cnnn1	-9	11	7	96	9	-11	1.4	-6	1	-7	70
O=C(CCN1C(=O)c2ccccc2S1(=O)=O)NCc1ccco1	-4	75	0	96	12	-3	-0.1	0	0	-3	98
CCCc1nnc(SCc2ccc(C(=O)OC)o2)n1N	-2	9	1	105	28	1	0.0	2	14	-1	101
Cc1ccc(CC(CC(=O)O)C(=O)NCc2ccccc2)cc1 (stereo not given)	-12	13	-1	104	12	-4	0.0	-7	-3	-5	102
CCS(=O)(=O)Nc1cccc(-c2cc(-c3ccccc3)c3cc(C)ccc3n2)c1	-5	12	7	103	13	-5	1.2	-4	-3	-7	100
CCOC(=O)c1c(NC(=O)CNC2CCCc3ccccc32)sc(C(N)=O)c1C (stereo not given)	-7	14	12	100	18	-5	2.6	-2	1	-5	?
CCOC(=O)Cn1c(=O)oc2cc(S(=O)(=O)Nc3c(C)cc(C)cc3C)ccc21	-7	19	1	105	13	-4	-0.3	-5	-1	-4	111
CCOC(=O)c1ccc(-n2c(CC)nc3ccccc3c2=O)cc1	-9	8	2	103	23	-5	-0.1	-6	0	-11	105
Cc1cc(C(=O)N/N=C/c2cc(Br)cc([N+](=O)[O-])c2O)c2ccccc2n1	-2	11	-10	89	2	0	-0.8	-5	0	-1	89
CN(C)C(=C(C#N)C#N)N1CCN(c2ccc(Cl)cc2)CC1	-2	11	2	110	6	-4	0.5	0	0	-5	119
CCOC(=O)c1cc(CC)sc1NC(=O)COC	-8	39	10	101	13	-6	-1.2	-2	4	-11	101
CC1=C(C(=O)Nc2ccccc2)C(c2ccccc2[N+](=O)[O-])NC(=O)N1 (stereo not given)	-2	13	4	98	10	0	1.3	1	2	-1	89
CCN(CC)/C(=N/S(=O)(=O)c1ccc(C)cc1)c1ccccc1	-8	10	3	104	11	-7	1.2	-3	2	-8	106
Cc1ccc(NC(=O)Nc2cnccn2)cc1Cl	-5	12	4	102	17	-4	-0.5	-2	-1	-3	105
CC(=O)c1cn(C)c(=O)n(C)c1=O	5	11	-2	80	5	2	-0.4	6	3	3	96
CCOc1[nH]n(-c2ccc(Cl)cc2)c(=O)c1C=NCc1cccnc1	-4	12	4	100	10	0	0.8	0	-2	-4	?
NC(=O)[C@@H]1CCCCNc2c(I)cc([N+](=O)[O-])cc2C(=O)N[C@@H](CCC(=O)O)C(=O)N[C@@H](CO)C(=O)N1	-1	18	-2	101	12	-1	-0.5	-4	-1	0	100
COc1cc(NC(=S)Nc2cccc(Cl)c2Cl)c(OC)cc1Cl	-9	28	1	99	14	-10	0.2	0	0	-10	102
CCOC(=O)C1C(=O)N(C(=O)c2cncc(Br)c2)CC1c1ccccc1 (stereo not given)	-2	7	0	94	11	-5	0.2	-4	0	-2	98
Cc1ccc(S(=O)(=O)N(CC(=O)NCCSc2ccccn2)c2cc(C)cc(C)c2)cc1	-2	18	0	97	11	-4	0.3	0	-1	-4	101
O=C1CC(c2ccccc2)CC(O)=C1C=NC1CCCC1 (stereo not given)	-13	35	10	99	14	-8	1.9	-9	-2	-12	97
CC(C)c1onc(C(=O)NC2CCCC2)c1[N+](=O)[O-]	-5	11	11	105	9	0	0.9	-2	-2	-1	104

Pulled one by one from the entries so far:
SMILES	Bfl-1 Bim block	GSH bead fluor	ABCG2 inh	RGS4-Gao reg	Avidin bead fluor	Bcl-2 Bim block	ABCB1 inh	Bim-Bcl-XL	Bcl-W Bim block	Bcl-B Bim block	RGS7-Gao
CCOC(=O)c1ccc(-n2c(CC)nc3ccccc3c2=O)cc1	-9	8	2	103	23	-5	-0.1	-6	0	-11	105
CCN(CC)/C(=N/S(=O)(=O)c1ccc(C)cc1)c1ccccc1	-8	10	3	104	11	-7	1.2	-3	2	-8	106
Cc1ccc(S(=O)(=O)N(CC(=O)NCCSc2ccccn2)c2cc(C)cc(C)c2)cc1	-2	18	0	97	11	-4	0.3	0	-1	-4	101
NC(=O)[C@@H]1CCCCNc2c(I)cc([N+](=O)[O-])cc2C(=O)N[C@@H](CCC(=O)O)C(=O)N[C@@H](CO)C(=O)N1	-1	18	-2	101	12	-1	-0.5	-4	-1	0	100

The listing continues.
SMILES	Bfl-1 Bim block	GSH bead fluor	ABCG2 inh	RGS4-Gao reg	Avidin bead fluor	Bcl-2 Bim block	ABCB1 inh	Bim-Bcl-XL	Bcl-W Bim block	Bcl-B Bim block	RGS7-Gao
CC(=O)N1N=C(c2c(-c3ccccc3)c3cc(C)ccc3[nH]c2=O)CC1c1ccco1 (stereo not given)	1	10	3	101	4	3	0.3	-3	-3	-5	99
COc1nc(/C(N)=N/O)nc(N2CCCCC2)n1	1	10	3	84	18	0	0.9	0	3	0	89
CNc1nc(-c2ccccc2)nc(-c2ccccc2)c1C#N	-1	14	6	99	40	-6	0.7	-3	-2	0	100
C=CCn1c(=O)/c(=C/c2ccc(O)cc2)s/c1=C(/C#N)c1nnc2n1CCCCC2	-5	16	1	105	9	-3	0.1	-4	4	-5	103
O=C(COc1cccc2ccccc12)N/N=C/c1ccncc1	-6	12	9	100	4	-2	0.9	-1	1	-6	98
O=C(CN(c1ccccc1)S(=O)(=O)c1ccccc1[N+](=O)[O-])NN=C1CCCCCCC1	0	9	2	100	8	0	0.2	0	0	0	100
CCOC(=O)c1[nH]cc(-c2ccccc2)c1N1CCOCC1	19	16	3	96	10	-9	0.7	-13	-5	-44	127
CCCCCCc1c(O)c2ccccc2[nH]c1=O	0	15	-4	99	9	-1	-0.9	0	0	-2	102
